Screens from PubChem BioAssay.
A549 tox: A549 cytotoxicity, counter-screen for Nrf2 inhibitors. A549 ARE-Fluc cells, CellTiter-Fluor viability, 18-24 h. 0.16% of 390,000 active. Potency, µM (top dose mostly 46 µM), for the others: at the highest dose activity change, negative = cytotoxicity, hits mostly inhibitors; note: potency is the fitted concentration of half-maximal effect; % is set by controls: 0 for no effect and ±100 for the full control effect
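A549 ARE_Fluc cells in 5% FBS OPTI-MEM were exposed to compounds in concentration-response for 18-24 h at 37 deg C. Viability was read by CellTiter-Fluor fluorescence (Ex 405/Em 525) after 30 min, before the luciferase read.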
Nrf2 block: blocks Nrf2 signaling. A549 ARE-Fluc reporter, luciferase luminescence, 18-24 h. Potency, µM (highest dose often 46 µM), for the others: at the highest dose activity change, negative = inhibition, hits mostly inhibitors. 2.1% of 360,000 active. AID 504444; note: potency is the fitted concentration of half-maximal effect; % is set by controls: 0 for no effect and ±100 for the full control effect; nearly all actives have a fitted effect of over 60% in size
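Two sequential reads on A549 ARE_Fluc cells exposed to compound for 18-24 h: a CellTiter-Fluor fluorescence read for viability, then a luciferase luminescence read for Nrf2/ARE activity.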
MmCpn inh: inhibitors of Methanococcus maripaludis chaperonin (MmCpn); 0.031% of 330,000 active; AID 504842; purified Mm-Cpn ATPase, ADP Transcreener TR-FRET; Potency, µM (doses to about 76.9 µM), without a hit: at the top dose activity, negative = inhibition, usual class: inhibitors; note: potency is the fitted concentration of half-maximal effect; % is set by controls: 0 for no effect and ±100 for the full control effect; nearly all actives have a fitted effect of over 80% in size
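TR-FRET (320 nm excitation; 590 and 665 nm emission) reports ADP made from 10 uM ATP by 25 nM enzyme; compounds were preincubated 10 min, reaction run 30 min, both at 37°C.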
TGFb SMAD3 inh: inhibitors of TGF-b signaling; HepG2 CAGA-GFP TGF-b/SMAD3 reporter, GFP fluorescence, 18 h; TGF-beta stimulated, 500 pg/mL final; Potency, µM (top dose mostly 46.1 µM), for inactives: top-dose activity, negative = inhibition, actives largely listed as inhibitors; 1.2% of 410,000 active; AID 588855; note: potency is the fitted concentration of half-maximal effect; % is set by controls: 0 for no effect and ±100 for the full control effect; nearly all actives have a fitted effect of over 65% in size
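Inhibition was scored as loss of TGF-beta-induced (500 pg/mL final, 18 hours, 37 degrees C) GFP in HEPG2 cells carrying a CAGA-GFP reporter, in DMEM with 1% FBS. Well GFP was summed per cell; Activity was normalised to unstimulated and stimulated DMSO wells, then concentration-response fitting.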
HepG2 tox: kills HepG2 cells in TGF-b inhibitor counter-screen; 0.76% of 410,000 active; HepG2 CAGA-GFP viability, ATP luminescence, 18 h; Potency, µM (top dose mostly 46.1 µM), without a hit: top-dose activity change, negative = cytotoxicity, most hits filed as cytotoxic; note: potency is the fitted concentration of half-maximal effect; some results filed as inactive show a strong effect at the top dose
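CellTiter-Glo luminescence gave cytotoxicity after 18 hours at 37 degrees C. The cells were HepG2 CAGA-GFP in 1% FBS DMEM, stimulated with 500 pg/mL TGF-beta after compound addition. %Activity was normalised to no-cell wells (complete cell-killing) and DMSO (no toxicity), and curves were fitted and classified.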
CCT chaperon mod: cytosolic chaperonin activity modulation | activity change, % (test concentration not listed), hits read low | purified chaperonin ATPase assay, HTRF ADP detection, 30 min | 0.3% of 360,000 active; in the data active = activity change below about -30%; note: % is set by controls: 0 for no effect and ±100 for the full control effect
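ATPase activity: ADP formed was measured by HTRF Transcreener (665/615 nm ratio) after 30 min at 37 deg C with 10 uM ATP. Compounds screened at one 76 uM concentration against 40 or 20 nM TRiC in Tris pH 7.4/KCl/MgCl2/DTT buffer.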
pAkt inh: blocks phosphorylation of Akt. activity change, % for hits at 50 µM. Neuro2A IGF-stimulated pAkt S473 HTRF, 20 min; stronger effect = lower value. 0.32% of 360,000 active; in the data active = activity change below about -80%; inconclusive = mostly about -51% to -80%; note: % is set by controls: 0 for no effect and ±100 for the full control effect
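Neuro2A cells in DMEM with 0.5% FBS, overnight at 37 deg C, given compound at single 50 µM final, then IGF (6 nM final) for 20 min at 37 deg C. Lysed; phospho-Akt Ser473 by HTRF after 24 h, 665/615 ratio.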
Abeta yeast res: compounds reversing amyloid beta toxicity in yeast | Potency, µM (highest dose often 46.1 µM), for the others: at the highest dose growth rescue, usual class: activators | AID 1347071 | yeast expressing A-beta42, growth rescue, OD600, 48 h; response scale: 0% DMSO, 100% iron-clioquinol control | 0.063% of 410,000 active; note: potency is the fitted concentration of half-maximal effect; nearly all actives have a fitted effect of over 55% in size
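Yeast growth medium received pinned compounds, then yeast cells expressing toxic A-beta were added; plates incubated at 30 C for 48 hr. Growth read as absorbance at 600 nm, normalized to DMSO and equimolar FeCl3 plus clioquinol controls.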
Nrf2 ARE act: activates Nrf2 signaling; AREc32 ARE-luciferase reporter (MCF7-derived line), luminescence, 24 h; Potency, µM (series often up to 46.1 µM), for inactives: at the top dose activation, usual class: activators; 0.31% of 410,000 active; note: potency is the fitted concentration of half-maximal effect; % of control where 0% means no effect; nearly all actives have a fitted effect of over 65% in size
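Steps: seed AREc32_Fluc cells (1000/well, 5% FBS OPTI-MEM); incubate overnight at 37 deg C; add 23 nL compound; incubate 24 hr; add Steady-Glo; hold 30 min RT; read luminescence.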
* hit, by the source's call; i = inactive; ? = inconclusive; / = not tested or not shown. Unless noted, calls come from the whole dose curve; as a rule, active = well fitted curve in the direction sought with a large enough effect; inconclusive = small, poorly fitted or top-dose-only effect, or another doubt; inactive = no such curve, though single readings can be large; an effect the other way counts as inactive or inconclusive.

SMILES	A549 tox	Nrf2 block	MmCpn inh	TGFb SMAD3 inh	HepG2 tox	CCT chaperon mod	pAkt inh	Abeta yeast res	Nrf2 ARE act
CC(=O)Nc1nonc1C(=O)N1CCC(C)CC1	?	10.9%	2.4%	24.3%	9.0%	-2.2	i	-9.2%	0.2%
Cc1cc(Cl)ccc1OC(C)C(=O)Nc1cnn(CCCC(=O)O)c1 (centres undefined)	-0.8%	12.7%	0.6%	7.1%	0.5%	1.6	i	3.7%	-0.7%
C=CCOC(=O)C1=C(C)NC(=S)NC1/C=C/c1ccccc1 (centres undefined)	-0.8%	?	-1.5%	?	-13.9%	1.8	i	-13.6%	2.8%
Cc1cc(C)cc(NC(=O)CSc2nc3ccccc3nc2N2CCCC2)c1	0.0%	-7.8%	-0.1%	1.9%	-23.7%	0.2	i	8.3%	0.6%
CCN(CC)S(=O)(=O)c1ccc(NC(=S)Nc2ccc(F)cc2)cc1	17.6%	-14.3%	1.1%	2.7%	-9.5%	1.1	i	-4.3%	0.1%
CC1CCCN(C(=O)COC(=O)CNS(=O)(=O)c2ccc3ccccc3c2)C1 (centres undefined)	-0.7%	3.3%	0.3%	0.3%	1.3%	-3.2	i	10.7%	-0.3%
O=C(Cn1cc(C(=O)C2CC2)c2ccccc21)NCc1ccccc1	-0.2%	?	1.7%	-15.3%	-0.6%	-5.0	i	0.5%	4.8%
N#C/C(=C(/O)COC(=O)c1cccnc1Cl)c1nc2ccccc2[nH]1	0.6%	-6.8%	-4.4%	2.2%	-13.5%	-3.4	i	-18.0%	6.4%
C=CCNc1nc(Cl)nc(NC2CCCCC2)n1	-1.2%	14.2%	1.6%	-5.7%	-4.0%	-4.7	i	15.3%	4.2%
Fc1ccc(-c2nc(-c3cccs3)[nH]c2-c2ccc(F)cc2)cc1	-21.4%	?	-9.3%	14.1µM*	-38.9%	-4.1	i	-1.6%	4.2%
COc1ccc(C(CC(=O)c2ccccc2)CC(=O)c2ccccc2)cc1	1.2%	9.3%	-0.5%	-7.5%	1.2%	-2.0	i	14.0%	2.3%
COc1ccccc1C(O)(C(=O)NN(C(=O)c1ccccc1)c1ccccc1C)c1cccs1 (centres undefined)	8.6%	1.3%	0.3%	1.9%	-62.2%	1.0	i	9.7%	-1.3%
CCc1ccc(CN2CCN(c3ncccn3)CC2)cc1	-6.7%	8.5%	-2.0%	7.3%	2.6%	-0.2	i	9.3%	3.3%
CCN(c1ccccc1)S(=O)(=O)c1ccc(C(=O)N(CCCN(C)C)c2nc3c(C)cccc3s2)cc1	-12.4%	6.7%	-0.9%	?	-59.7%	-2.2	i	11.5%	-0.5%
COc1ccccc1C(=O)C1CCCN(C(=O)c2cccnc2SC)C1 (centres undefined)	-1.0%	3.4%	1.0%	11.1%	-12.9%	1.7	i	-1.7%	0.0%
COc1cc2c(cc1OC)C(C(=O)NC(C)c1ccccc1)CC(=O)N2 (centres undefined)	4.8%	3.3%	2.4%	-9.1%	-2.4%	-1.9	i	0.7%	0.2%
O=C(CCc1nc(-c2cccs2)no1)NCc1ccc(F)cc1Cl	-1.1%	4.4%	1.3%	?	4.2%	-2.1	i	?	0.7%
CC(Sc1ncccn1)C(=O)Nc1ccc2c(c1)OCO2 (centres undefined)	-4.2%	10.4%	3.5%	8.8%	10.2%	-0.1	i	-2.2%	0.9%
O=C(CN(Cc1ccccc1Cl)C(=O)CN1C(=O)CSc2ccccc21)NC1CC1	-8.7%	-4.7%	-0.4%	5.7%	-34.2%	-3.1	i	-19.8%	-0.7%
CCOC(=O)[C@H](C)N1[C@H](C)[C@H](c2ccccc2)Oc2ccc(Cl)cc2S1(=O)=O	15.7%	-14.8%	/	15.8%	13.8%	1.9	i	10.8%	-1.1%
CC1=CS/C(=C(/C#N)C(=O)N2CCOCC2)N1c1ccccc1	1.0%	3.6%	2.5%	-21.0%	-9.7%	-0.5	i	-0.2%	1.8%
CCOC(=O)Nc1ccc(C)cc1Br	-3.8%	1.9%	0.9%	0.5%	5.1%	0.8	i	6.8%	0.1%
C=C(C)C1CC=C(C)/C(=N/NC(=O)COc2ccc(C)cc2)C1 (centres undefined)	-0.1%	13.0%	-0.9%	10.1%	-6.6%	0.0	i	-0.8%	0.0%
Cc1ccc(NC(=O)COC(=O)C2=NNC(=O)CC2)c(Br)c1	0.8%	-2.9%	-1.1%	-1.4%	-1.2%	-2.2	i	2.0%	-0.3%
CCOc1ccc(-c2cc(CCCC(=O)NCCC(C)C)no2)cc1	2.2%	-24.7%	-6.3%	-3.8%	3.4%	2.3	i	-0.6%	-0.2%

A stretch of the results above, for reference:
SMILES	A549 tox	Nrf2 block	MmCpn inh	TGFb SMAD3 inh	HepG2 tox	CCT chaperon mod	pAkt inh	Abeta yeast res	Nrf2 ARE act
C=CCNc1nc(Cl)nc(NC2CCCCC2)n1	-1.2%	14.2%	1.6%	-5.7%	-4.0%	-4.7	i	15.3%	4.2%
Fc1ccc(-c2nc(-c3cccs3)[nH]c2-c2ccc(F)cc2)cc1	-21.4%	?	-9.3%	14.1µM*	-38.9%	-4.1	i	-1.6%	4.2%

Additional compounds
SMILES	A549 tox	Nrf2 block	MmCpn inh	TGFb SMAD3 inh	HepG2 tox	CCT chaperon mod	pAkt inh	Abeta yeast res	Nrf2 ARE act
CCCCOC(=O)c1ccc(NC(=O)Cc2coc3c(C)c(C)ccc23)cc1	6.9%	43.2%	/	?	-57.6%	/	/	-44.8%	0.2%
Cc1ccc(C)c(NS(=O)(=O)c2ccc(OCC(=O)N3CCCC3)cc2)c1	-21.7%	?	1.4%	-5.3%	-16.0%	-2.7	i	5.9%	-0.6%
Cc1ccc(NC(=O)CSc2nc3nccnc3c(=O)n2CCc2c[nH]c3ccccc23)cc1C	0.4%	-2.8%	/	-27.0%	-8.4%	/	/	10.7%	3.9%
CCN1CCN(CCOCCOc2ccccc2)CC1	2.7%	-25.4%	-3.9%	1.0%	-28.2%	-1.2	i	1.9%	-1.4%
Cc1ccc(C(C(=O)NC2CCCC2)N(C(=O)CCC(=O)Nc2cc(C)on2)c2ccccc2)cc1 (centres undefined)	2.1%	2.0%	0.3%	8.0%	1.1%	1.9	i	8.7%	0.0%
CC(C)(C)C1CCc2c(sc(NC(=O)c3cc4ccccc4c(=O)o3)c2C(N)=O)C1 (centres undefined)	-5.9%	21.7%	/	-7.6%	-1.9%	/	/	1.5%	-0.9%
CC(C)(C)C(C(=O)n1cccc1C#N)c1ccccc1 (centres undefined)	1.8%	-5.3%	1.3%	-7.7%	15.9%	0.7	i	3.2%	-0.2%
CN(C)CC1C2CCC(C2)C1O (centres undefined)	-5.5%	1.1%	/	-3.5%	0.1%	1.0	i	-7.5%	-0.8%
N#CC1(Nc2ccccc2)C(=O)Nc2ccccc21 (centres undefined)	-1.1%	18.4%	1.8%	-13.5%	1.2%	0.7	i	8.8%	0.4%
O=C(O)CCCCCNc1nc(-c2ccccc2)nc2ccccc12	-5.6%	?	-0.3%	-3.7%	-32.7%	2.0	i	-3.9%	6.2%
O=C(NCCCN1CCOCC1)c1cccc(NS(=O)(=O)c2ccc(Br)cc2)c1	0.0%	-19.3%	0.5%	-11.3%	-5.7%	-3.6	i	-3.8%	0.3%
O=C(NCCN1CCCCC1)c1ccc(Cn2c(SCc3ccc(F)cc3)nc3cccnc32)cc1	-28.4%	6.5%	/	-27.9%	-54.0%	/	/	-14.2%	8.4%
CC1CCCC(NC(=O)COC(=O)/C=C/c2ccc(F)cc2)C1C (centres undefined)	-2.7%	-2.8%	1.8%	3.5%	-0.2%	-3.0	i	-12.7%	-0.4%
COC(=O)c1ccc(COc2ccc(C=O)cc2)o1	-0.2%	-16.1%	-1.1%	2.7%	-2.7%	-0.1	i	-9.6%	3.4%
O=C(NCCCn1cccn1)C1CCC(=O)N(CCc2ccccc2)C1 (centres undefined)	0.0%	15.5%	0.7%	-2.0%	4.7%	0.5	i	-5.6%	-1.1%
O=C(CCc1ccccc1)N/N=C/c1cccc([N+](=O)[O-])c1	-7.4%	2.8%	3.1%	-8.4%	-5.5%	1.0	i	-1.6%	6.6%
CCOC(=O)N1CCN(Cc2c(F)cccc2Cl)CC1	0.5%	/	0.5%	-8.6%	1.9%	-0.9	i	-19.0%	0.1%
O=C(NCC(=O)N1CCN(c2ccccc2)CC1)c1ccccc1	5.9%	?	-0.1%	7.3%	5.9%	-1.8	i	0.8%	1.6%
COc1cc2c(cc1OC)C(C(=O)Nc1ccc(F)c(Cl)c1)CC(=O)N2 (centres undefined)	-0.4%	-20.5%	1.1%	2.3%	0.9%	-0.2	i	21.7%	0.2%
COc1ccc(Cl)cc1NC(=O)CN(C)C(=O)C1COc2ccccc2O1 (centres undefined)	3.2%	8.2%	1.5%	-6.7%	-7.6%	1.7	i	1.4%	19.3%
Cn1ncc(SCc2ccccc2)c(Cl)c1=O	-6.1%	?	0.6%	-4.0%	5.8%	-0.4	i	-18.2%	?

Random excerpt: three entries already listed.
SMILES	A549 tox	Nrf2 block	MmCpn inh	TGFb SMAD3 inh	HepG2 tox	CCT chaperon mod	pAkt inh	Abeta yeast res	Nrf2 ARE act
Cc1ccc(C(C(=O)NC2CCCC2)N(C(=O)CCC(=O)Nc2cc(C)on2)c2ccccc2)cc1 (centres undefined)	2.1%	2.0%	0.3%	8.0%	1.1%	1.9	i	8.7%	0.0%
CCCCOC(=O)c1ccc(NC(=O)Cc2coc3c(C)c(C)ccc23)cc1	6.9%	43.2%	/	?	-57.6%	/	/	-44.8%	0.2%
COC(=O)c1ccc(COc2ccc(C=O)cc2)o1	-0.2%	-16.1%	-1.1%	2.7%	-2.7%	-0.1	i	-9.6%	3.4%
